# Source: PubChem BioAssay
# Wee1 stabilizer: inhibitors of human Wee1 degradation; P30291; HeLa Luc-Wee1K328M stability, luciferase luminescence; 100% = proteasome inhibitor MG132 effect; reporter increase, % at 5 µM; 220,000 tested, 1.2% active;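 active = activation above the mean of all tested compounds plus 3 SD, set per screening run, cut at about 8.8% in these data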;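 also: cells exposed to compound for 20 h before luminescence read; 0% = DMSO alone and 100% = MG132 at 30 µM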
# FXIIa inh: inhibitors of human coagulation factor XIIa | P00748 | purified FXIIa, Boc-QGR-AMC fluorogenic substrate, 2 h | inhibition, % at 5 µM | 220,000 tested, 0.3% active | AID 800; in the data active = inhibition above about 40%;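 also: 0% = enzyme with no compound and 100% = blank without enzyme; many of its hits are not listed in these tables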
# FXIa inh: inhibitors of human coagulation factor XIa | AID 798 | inhibition, % at 5 µM | purified FXIa, Boc-Glu-Ala-Arg-AMC fluorogenic substrate | 220,000 tested, 0.14% active | P03951;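 active = inhibition of at least 40%; inactive = inhibition below 40%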;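 also: fluorescence of freed AMC excited at 355 nm; 0% = enzyme without compound and 100% = no enzyme blank; many of its hits are not listed in these tables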
# Target sequence (P03951 19-387 limits assumed): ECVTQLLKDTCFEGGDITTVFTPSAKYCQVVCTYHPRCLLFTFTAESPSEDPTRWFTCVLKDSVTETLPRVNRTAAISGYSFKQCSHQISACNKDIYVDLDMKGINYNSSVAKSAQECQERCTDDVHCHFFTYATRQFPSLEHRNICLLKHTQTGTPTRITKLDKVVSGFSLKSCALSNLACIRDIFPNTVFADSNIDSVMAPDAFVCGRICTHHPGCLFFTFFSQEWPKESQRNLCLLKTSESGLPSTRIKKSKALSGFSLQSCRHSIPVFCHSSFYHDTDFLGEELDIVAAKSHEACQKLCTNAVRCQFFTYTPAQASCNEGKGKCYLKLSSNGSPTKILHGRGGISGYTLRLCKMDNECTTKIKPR
# Target sequence (P03951 388-625 limits assumed): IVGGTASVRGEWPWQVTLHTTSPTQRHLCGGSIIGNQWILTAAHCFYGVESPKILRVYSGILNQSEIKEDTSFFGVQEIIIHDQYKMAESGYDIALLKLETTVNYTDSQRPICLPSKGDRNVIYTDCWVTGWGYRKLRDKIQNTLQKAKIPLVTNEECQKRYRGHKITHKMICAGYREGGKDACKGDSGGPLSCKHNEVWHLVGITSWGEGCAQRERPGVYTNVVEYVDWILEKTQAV
# Rad51 HR inh: blocks human Rad51 in homologous recombination; Q06609; hRad51 DNA strand exchange, fluorescence dequenching; inhibition, % at 10 µM; 200,000 tested, 0.085% active; AID 1385;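 active = inhibition above 40% at the single screening dose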;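 also: 0% = DMSO control wells and 100% = blanks with heterologous ssDNA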
# Target sequence (Q06609 whole entry, looked up): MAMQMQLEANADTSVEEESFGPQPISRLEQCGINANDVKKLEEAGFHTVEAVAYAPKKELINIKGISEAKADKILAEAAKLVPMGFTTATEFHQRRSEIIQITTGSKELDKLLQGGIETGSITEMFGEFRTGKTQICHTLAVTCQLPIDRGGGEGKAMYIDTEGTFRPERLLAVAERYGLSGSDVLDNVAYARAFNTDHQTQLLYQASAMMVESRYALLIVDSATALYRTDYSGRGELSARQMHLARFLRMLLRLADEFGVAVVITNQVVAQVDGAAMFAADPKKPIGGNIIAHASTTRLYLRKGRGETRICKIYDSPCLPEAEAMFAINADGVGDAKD
#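 Material: Human Rad51 nucleoprotein filaments preassembled on unlabelled ssDNA | Also added: Labelled 47-mer dsDNA for strand exchange | Dosing: Single dose, 10 µM final compound | Schedule: 30-min compound preincubation and 15-min exchange, both room temperature | Technique: Fluorescence dequenching at 485/520 nm | Measure: Percent inhibition relative to plate controls and blanks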
# eIF4E-4G inh: eIF4E/eIF4G interaction inhibition in translation initiation; P63073+Q04637; TR-FRET eIF4E-eIF4GI(517-606) binding, 2 h; inhibition, % at 21.7 µM; 220,000 tested, 0.37% active; AID 782;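 active = inhibition above about 30%, limit read from the data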;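 also: 0% = full FRET control wells and 100% = background wells lacking eIF4GI fragment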
# 14-3-3 Bad inh: disrupts binding of bovine 14-3-3 zeta to phospho-Bad peptide | TR-FRET 14-3-3zeta/Dy647-pBad peptide displacement, 1 h | inhibition, % at 21.7 µM | AID 781 | 220,000 tested, 0.71% active;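 active = inhibition above about 70%, limit read from the data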;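 also: 0% = full 14-3-3 plus peptide FRET controls and 100% = background without 14-3-3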
# Mdm2 ligase inh: blocks human Mdm2 ubiquitin ligase activity; Q00987; cell-based MDM2 ubiquitination luciferase reporter, 2 h; 0 = plate control, 100 = twice control, blank-subtracted; signal enhancement, % at 5 µM; 210,000 tested, 0.11% active;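 active = signal enhancement of 30% or more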;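 also: luminescence tracks abundance of the self-degrading MDM2-luciferase fusion protein; higher signal means inhibition of MDM2 E3 ligase activity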
#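 Timing – 2 h compound exposure at 37 °C · Assay system – mammalian cells stably expressing self-ubiquitinating, self-degrading MDM2 E3–luciferase fusion · Amount – 2000 cells seeded into each well · Measure – % luminescence enhancement versus blank-corrected plate control mean · Measured by – SteadyLite luminescence, 15 min reagent step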
# p97 ATPase inh: human p97 ATPase inhibition | P55072 | recombinant p97 ATPase, Kinase-Glo ATP luminescence, 3 h | inhibition, % at 8 µM | 220,000 tested, 0.42% active | AID 1481; in the data active = inhibition above about 15%;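 also: 0% = DMSO vehicle and 100% = wells lacking enzyme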
# KLK5 inh: blocks human kallikrein 5 protease activity; inhibition, % at 5 µM; recombinant hK5, fluorogenic AMC substrate cleavage; AID 873; 210,000 tested, 0.59% active;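 active = inhibition of 40% or more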;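 also: 0% = enzyme controls without compound and 100% = no-enzyme blanks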
# * hit, by the source's call; i = inactive; . = not tested or not shown; [ ] = remark or other dose.
SMILES,Wee1 stabilizer,FXIIa inh,FXIa inh,Rad51 HR inh,eIF4E-4G inh,14-3-3 Bad inh,Mdm2 ligase inh,p97 ATPase inh,KLK5 inh
CCOc1cc(/C=N\NC(=O)c2ccc(NC(=O)CC)cc2)ccc1OC(=O)c1ccccc1,-1,14,-4,-2,-12,-12,-21,0,-5
C/C=C(\C)C(=O)NNC(=O)c1sc(-c2ccccc2)nc1C,2,3,-6,5,-1,0,-4,-9,-5
COc1ccc(C(=O)Oc2cccc(/C=N/NC(N)=S)c2)cc1,-1,10,3,2,19[fluorescence artefact?],-17,3,4,-15
Cc1ccc(-n2c(C)csc2=N)cc1,1,11,-5,-3,-8[fluorescence artefact?],-5[fluorescence artefact?],-13,-2,-19
COc1ccc2cc1Oc1ccc(cc1)CC1c3c(cc(OC)c4c3Oc3cc5c(cc3O4)CCNC5C2)CCN1C (stereo not drawn),-3,16,4,-2,-5,0,.,14,6
CN(C)c1ccc(C(=O)Nc2nc3c(s2)CCCC3)cc1,2,15,8,1,6,-3[fluorescence artefact?],-58,0,-4
COC(=O)CN1C(=O)S/C(=C/c2ccc(N3CCCCC3)o2)C1=O,-3,14,9,i,4,-13[fluorescence artefact?],-1,8,-10
Oc1ccc(N=Nc2nc(-c3ccccc3)c(-c3ccccc3)[nH]2)cc1,4,3,5,-8,4,-9,1,10,-11
COc1ccc(C2CC(c3cccs3)=Nc3ccccc3S2)cc1 (stereo not drawn),-1,23,-4,4,-3,-11,-7,3,30
Oc1ccc(CNc2ccccc2O)cc1,2,12,4,-5,-14[fluorescence artefact?],-7[fluorescence artefact?],-1,5,-3
CCC(C)/C(C)=N/Nc1ccc(S(N)(=O)=O)cc1[N+](=O)[O-] (stereo not drawn),3,9,-1,2,-1,-12,0,0,2
NC(=O)NOCc1ccccc1,0,28,45*,2,-4,-2,-6,-6,23
COc1ccc(N=C2SC(CC(=O)Nc3ccc(F)cc3)C(=O)N2Cc2ccco2)cc1 (stereo not drawn),6,9,4,-1,-3,11[fluorescence artefact?],-9,8,-7
Cc1cccc(NC(=O)c2sc(C)nc2C)c1,0,17,11,-3,0,7,.,-7,3
O=C(NNC(=O)c1sc2ccccc2c1Cl)Nc1ccc(Cl)cc1,-3,12,-4,-1,-12,5,-9,-3,17
O=C(CC1SC(=Nc2ccccc2)N(CCCCO)C1=O)NCc1ccccc1 (stereo not drawn),4,10,-4,12,0,1,-17,1,-3
Cc1nnc2n1N=CC=C(c1ccccc1)S2,1,17,0,-6,-5,-10,-1,4,0
COc1ccc(NC(=O)COC(=O)c2cc(OC)c(OC)c(OC)c2)c([N+](=O)[O-])c1,6,10,0,5,-11,-7,.,-3,3
CC(C)C(NC(=O)c1cccnc1)C(=O)O (stereo not drawn),1,7,-7,1,-2,-1,-1,-2,-4
CCOC(=O)N1CCC(c2cc(=O)n(-c3ccccc3)[nH]2)CC1,1,14,-3,.,1,-7,-7,23*,.

# Complete entries from above:
# `NC(=O)NOCc1ccccc1` is entered as Wee1 stabilizer = 0; FXIIa inh = 28; FXIa inh = 45*; Rad51 HR inh = 2; eIF4E-4G inh = -4; 14-3-3 Bad inh = -2; Mdm2 ligase inh = -6; p97 ATPase inh = -6; KLK5 inh = 23
# `O=C(CC1SC(=Nc2ccccc2)N(CCCCO)C1=O)NCc1ccccc1` (stereo not drawn) is entered as Wee1 stabilizer = 4; FXIIa inh = 10; FXIa inh = -4; Rad51 HR inh = 12; eIF4E-4G inh = 0; 14-3-3 Bad inh = 1; Mdm2 ligase inh = -17; p97 ATPase inh = 1; KLK5 inh = -3

# Next compounds:
SMILES,Wee1 stabilizer,FXIIa inh,FXIa inh,Rad51 HR inh,eIF4E-4G inh,14-3-3 Bad inh,Mdm2 ligase inh,p97 ATPase inh,KLK5 inh
CC[C@H](NC(=O)c1c(C)c(-c2ccccc2)nc2ccccc12)c1ccccc1,.,7,2,-9,-15,6,2,.,4
C/C(=N/NC(=O)c1ccncc1)c1cc2ccc(O)cc2oc1=O,0,3,-7,i,-2[fluorescence artefact?],1,-14,-3,-14
Oc1c(Cl)cc(Cl)cc1/C=N/NC(=S)NC1CC2C=CC1C2 (stereo not drawn),7,10,4,-6,2,-11,2,1,-9
Cc1c(N=C2NN=C(c3c[nH]c4ccccc34)CS2)c(=O)n(-c2ccccc2)n1C,-2,12,3,.,0,-9,-10,15,3
Cn1c(=O)oc2cc(S(=O)(=O)N3CCOCC3)ccc21,0,7,-6,1,-1,-6,3,1,10
C=CCn1c(Sc2nnc(C)s2)nc2c1c(=O)[nH]c(=O)n2C,-1,15,-14,6,-3,8,6,1,6
COc1ccccc1N1CCN(C(=O)c2nn(-c3ccccc3OC)c(=O)c3ccccc23)CC1,-1,6,2,0,3,2,-21,-4,13
CCn1c(SCc2nc3ccccc3s2)nnc1-c1cccs1,-3,-1,-4,-16,-3[fluorescence artefact?],3,5,2,1
CN1C(=O)CC(N2CCC(c3nc4ccccc4s3)CC2)C1=O (stereo not drawn),1,-1,-5,7,2,-4,-17,2,8
COc1ccc(CNC(=O)C2(c3ccc(Cl)cc3)CC2)cc1,-2,16,18,12,3,5,8,0,8
Cc1ccc(NC(=O)CSc2nnc(/N=C/N(C)C)s2)cc1,2,18,10,.,1,4,-25,1,.
O=C(Nc1ccc2c(c1)CCC2)c1ccc(Br)o1,7,0,2,-5,-2,6,-22,-8,-24
O=C(O)C1CC(c2ccccc2F)=NO1 (stereo not drawn),-3,9,2,-9,48*,11,-8,2,0
COc1ccccc1-c1nnc2n1N=C(C(C)(C)C)CS2,-1,13,4,1,5,-3[fluorescence artefact?],-11,-3,-2
CC(=Nc1ccc(O)cc1)c1sc2ccccc2c1O,3,18,10,-19,9[fluorescence artefact?],-3,-15,9,7
c1ccc2c(c1)OCC(CNc1ncnc3nc[nH]c13)O2 (stereo not drawn),-1,9,0,-1,4,-3,-9,3,1
CCOC(=O)C(=NCCOC)NNc1cc(Cl)ccc1Cl,4,5,5,.,7,-5,.,-2,-24
CC(=O)c1c(C)[nH]c(C(=O)OCC(=O)Nc2cc(S(=O)(=O)N3CCCC3)ccc2Cl)c1C,1,13,8,2,5,8[fluorescence artefact?],-4,2,-7
CCCOc1nc2ccccc2cc1/C=C/C(=O)O,-1,6,-6,-5,2,-3,-5,-2,2
Cc1cc(OCC(=O)Nc2ccccc2F)nc(C(C)C)n1,-3,3,-8,6,-3,-4,-11,0,-19
CC(C)CCNC(=O)c1nnc(Cc2ccc(Cl)cc2)o1,-1,17,10,-7,-1,-1,-14,-9,-6
COC(=O)[C@H](CCSC)NC(=O)Nc1ccc(C(C)C)cc1,0,8,-3,-4,-1,6,-5,3,-4
O=C(Nc1ccc(Cl)c(Cl)c1)c1ccc(Cn2c(=O)[nH]c3ccsc3c2=O)cc1,1,12,8,1,6,11[fluorescence artefact?],.,6,-11
Nc1ccccc1SC1CC(=O)N(c2ccccc2Cl)C1=O (stereo not drawn),-1,4,1,19,-3,-3,-20,5,1
COc1ccc(-c2csc(NC(=O)COC(=O)Cc3ccc(Cl)cc3Cl)n2)cc1,-1,11,-7,-7,4[fluorescence artefact?],-3,-12,0,-2
CCOC(=O)N1CCC(N2CCN(Cc3ccc(C)o3)C(CCO)C2)CC1 (stereo not drawn),0,11,0,14,-1,-5,-1,1,4
Cc1ccnc(NC(=O)CCCOc2ccccc2)c1,0,3,-3,6,4,-3,-7,5,-5
COc1cc(C[C@H](C)[C@H](C)Cc2ccc3c(c2)OCO3)ccc1O,.,4,-2,-1,-1,-8,-2,.,-3
CCOc1ccc(NC(=O)CSc2nc3cccnc3n2CCOC)cc1,0,-10,-13,3,3,10,-14,6,-15
CCOC(=O)c1[nH]c2cc3c(cc2c1NC(=O)CN1CCCCC1C)OCO3 (stereo not drawn),0,-15,-10,.,.,.,-9,-2,-26
Cc1ccc(S(=O)(=O)N2CCC(C(=O)NCc3ccccc3Cl)CC2)cc1,-1,-5,2,0,0[fluorescence artefact?],-7,-16,-7,-8
COC(=O)c1sc2nc(C)nc(SCC(=O)N3CCC(C(=O)O)CC3)c2c1C,0,10,2,-8,-3,-14,-9,4,1
Cn1c(SCC(=O)NCc2ccc3c(c2)OCO3)nnc1-c1cccs1,-2,17,-4,0,-11[fluorescence artefact?],-8,-12,1,-28
O=C(NC1(C(F)(F)F)N=C2SCCN2C1=O)c1cccnc1 (stereo not drawn),0,18,6,5,6,-13,11,4,-9
COC(=O)c1ccc(Cl)c(NC(=O)CN2CCOCC2)c1,-2,10,2,3,-13[fluorescence artefact?],-4,-7,1,-11
O=C(CSc1nnc(CNC(=O)c2cccs2)o1)c1ccc(Cl)cc1,-3,16,-3,-3,17,26,-15,4,-17
Cc1ccc(C(=O)OCCc2sc[n+](Cc3ccccc3)c2C)cc1,0,9,0,-6,-1,0,-13,-2,-10
CN(Cc1cnccn1)C(=O)CC1C(=O)NCCN1CC(c1ccccc1)c1ccccc1 (stereo not drawn),1,6,-1,.,3,-3,-9,2,.
Cc1onc(-c2ccccc2Cl)c1C(=O)OCC(=O)c1ccccc1,-2,-3,5,5,5,-8[fluorescence artefact?],-13,-2,-20
C#CCNC(=O)C1=C[C@H](C2CCCCC2)C[C@H](OCCCCO)O1,3,2,-4,5,0,-6,.,-4,-8
CCOC(=O)Cc1csc(NC(=O)NC2(C(F)(F)F)Oc3ccccc3O2)n1,0,1,-11,-1,10,6,-15,0,-2
CN1CC(=O)NC1=NC(=O)C12CC3CC(CC(C3)C1)C2,-2,7,3,1,4[fluorescence artefact?],5[fluorescence artefact?],-11,2,12
CC1(C)N([O-])C2=C(c3ccccc3C2=O)[N+](=O)C1(C)C,-1,15,8,1,-8,-14,-10,5,-19
COc1ccc(Nc2cc(C)nc3ncnn23)c(OC)c1,-2,4,-3,2,1[fluorescence artefact?],4[fluorescence artefact?],-4,4,-3
Nc1cc(=O)nc(SCC(=O)Nc2cccc3ccccc23)n1CCc1ccccc1,5,2,-6,3,8[fluorescence artefact?],-15,-11,-8,19
Cc1ccn2c(NC(=O)c3cccs3)c(-c3ccccc3)nc2c1,0,6,-5,-1,1,2,-13,3,6
Cc1cc(C)cc(NC(=O)Cn2ncn3c(cc4ccccc43)c2=O)c1,0,9,0,.,4,-6,-4,5,0
CNC(=O)c1cccc2nc3ccccc3nc12,-3,7,2,16,-4,-1,-18,5,3
Cc1ccc(NC(=O)c2noc3c2CCc2ccccc2-3)cc1,-3,23,7,-3,8,-6,-1,-7,-1
CC(C)(CO)NC12CC3CC(CC(C3)C1)C2,0,2,2,-6,-2,-4,-13,3,-3
# Further structures
SMILES,Wee1 stabilizer,FXIIa inh,FXIa inh,Rad51 HR inh,eIF4E-4G inh,14-3-3 Bad inh,Mdm2 ligase inh,p97 ATPase inh,KLK5 inh
Cc1ccc(O)c(-c2cc3ccccc3[nH]2)c1,11*,0,-5,-2,7[fluorescence artefact?],-3[fluorescence artefact?],19,2,-3
CCCCc1c(O)c2ccccc2[nH]c1=O,1,-4,-7,4,.,.,-14,-3,-18
CC(=O)Nc1ccc(NS(=O)(=O)c2cc(C)sc2C)cc1,1,-7,-12,-43,-2,5,-16,0,-9
Cc1cccc(-c2nc3ccccc3c3nncn23)c1,3,17,-14,4,0[fluorescence artefact?],6[fluorescence artefact?],-8,-3,36
O=C1OC2(CCCCC2)OC(=O)C1=CNc1nc2ccccc2s1,-2,9,-7,-5,6[fluorescence artefact?],60[fluorescence artefact?],-10,1,-24
